Avidin bead fluor: compound fluoresces at 488/530 nm on avidin beads; compound fluorescence 488/530 nm, flow cytometry; active compounds read high; fluorescence (KMESF) at 10 µM; 220,000 compounds, 0.38% hits; AID 1775; in the data active = fluorescence above about 47; also: inactives centre near 10
HRas wt GTP: changes GTP binding to wildtype human HRas; P01112; GST-Ras wt beads, Bodipy-FL-GTP binding, flow cytometry; actives lie on both sides; GTP binding activity, % at 10 µM; 190,000 compounds, 0.14% hits; AID 759;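 active = GTP binding activity at least 20% away from the 100% baseline, either lowered as inhibitor or raised as activator; inconclusive = flagged as likely green fluorescent, judged across all proteins in the well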;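 also: 0% = unlabeled GTP competition control and 100% = no-compound control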
Target sequence (P01112 whole entry, looked up): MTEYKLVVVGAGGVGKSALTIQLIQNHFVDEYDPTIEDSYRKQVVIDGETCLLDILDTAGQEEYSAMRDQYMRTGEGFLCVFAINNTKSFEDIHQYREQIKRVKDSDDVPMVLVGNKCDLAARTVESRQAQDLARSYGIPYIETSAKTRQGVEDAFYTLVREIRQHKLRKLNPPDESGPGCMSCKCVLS
Rac1 wt GTP bind: modulators of human Rac1 wildtype GTP binding; P63000; GST-Rac1 beads, fluorescent GTP binding, flow cytometry; actives lie on both sides; 0 = cold GTP competed, 100 = untreated; GTP binding activity (% of control), % at 10 µM; 190,000 compounds, 0.27% hits; AID 757;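 active = GTP binding activity at least 20 points away from the 100% control level, either lower or higher; inconclusive = compound flagged as likely green fluorescent, judged across all proteins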
Pf gametocyte: kills late stage P. falciparum gametocytes. 150,000 compounds, 0.065% hits. P. falciparum stage V gametocytes, ATP luminescence, 24 h. inhibition, % at 10.9 µM. AID 743093;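 active = inhibition above the mean plus 3 SD of compounds within the control limits, set per campaign, cut at about 38% in these data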;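 also: 0% = DMSO wells and 100% = medium only without gametocytes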
Rac1 act GTP bind: modulators of GTP binding to human Rac1 activated mutant. P63000. 190,000 compounds, 0.11% hits. GST-Rac1 activated beads, fluorescent GTP binding, flow cytometry; actives lie on both sides; 100% means binding = to untreated wells. AID 764. percent activity (GTP binding), % at 10 µM;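 active = GTP binding at least 20 percentage points away from the 100% baseline, in either direction, so actives lie on both sides; inconclusive = Compound likely fluorescent itself, or too few beads counted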
Rab7 wt GTP bind: dog Rab7 wildtype GTP binding, inhibitors and activators; GST-Rab7 beads, fluorescent GTP binding, flow cytometry; actives lie on both sides; untreated = 100%, excess cold GTP = 0%; GTP binding activity (percent of control), % at 10 µM; 190,000 compounds, 0.055% hits;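 active = fluorescent GTP binding to Rab7 beads changed by at least 20 points from the 100% baseline, either direction, mostly lower; inconclusive = compound itself probably fluorescent, or too few beads counted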;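 also: median green fluorescence of bound Bodipy-FL-GTP per Rab7 bead population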
Mcl1 Noxa PPI: Mcl-1/Noxa interaction inhibition; Q07820; TR-FRET Mcl-1/Noxa peptide binding, 2 h; inhibition, % at 21.7 µM; 220,000 compounds, 1.5% hits;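 active = compounds that cut the protein-peptide binding signal by more than 50% relative to plate controls in a single-dose test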;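 also: His-tagged Mcl-1 with rhodamine Noxa BH3 peptide and terbium anti-His antibody; 0% = Mcl-1 plus Noxa peptide wells and 100% = peptide-only wells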
Target sequence (Q07820 whole entry, looked up): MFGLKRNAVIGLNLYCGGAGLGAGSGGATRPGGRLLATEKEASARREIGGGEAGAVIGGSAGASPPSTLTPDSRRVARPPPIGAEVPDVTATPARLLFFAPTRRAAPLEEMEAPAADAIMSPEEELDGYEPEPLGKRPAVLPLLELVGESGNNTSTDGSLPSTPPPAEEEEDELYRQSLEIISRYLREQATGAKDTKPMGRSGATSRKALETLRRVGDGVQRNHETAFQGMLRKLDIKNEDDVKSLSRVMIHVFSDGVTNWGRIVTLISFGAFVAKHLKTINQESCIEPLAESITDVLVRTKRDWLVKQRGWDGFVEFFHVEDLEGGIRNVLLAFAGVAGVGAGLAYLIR
Mcl1 Bid PPI: Mcl-1/Bid interaction inhibition | Q07820 | TR-FRET Mcl-1/Bid-Dy647 peptide binding, 1536-well | inhibition, % at 21.7 µM | 220,000 compounds, 0.97% hits | AID 1021;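 active = compounds that cut the binding signal by more than half at the single screening dose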;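 also: His-tagged Mcl-1 with europium anti-His antibody binding Bid BH3 peptide; 0% = Mcl-1 plus peptide wells and 100% = peptide-only wells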
Cdc42 wt GTP: changes GTP binding to wildtype human Cdc42 | 190,000 compounds, 0.2% hits | P60953 | percent activity (GTP binding), % at 10 µM | GST-Cdc42 beads, Bodipy-GTP binding, flow cytometry; actives lie on both sides;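 active = percent activity GTP binding at least 20 points away from the 100% baseline, either down as inhibitor or up as activator; inconclusive = compound flagged as likely green fluorescent from well-wide comparison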;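 also: median bead fluorescence of bound Bodipy-FL-GTP at 100 nM; 0% = excess unlabeled GTP control and 100% = no compound control; below 100% means less GTP binding so inhibitor and above means activator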
Target sequence (P60953 whole entry, looked up): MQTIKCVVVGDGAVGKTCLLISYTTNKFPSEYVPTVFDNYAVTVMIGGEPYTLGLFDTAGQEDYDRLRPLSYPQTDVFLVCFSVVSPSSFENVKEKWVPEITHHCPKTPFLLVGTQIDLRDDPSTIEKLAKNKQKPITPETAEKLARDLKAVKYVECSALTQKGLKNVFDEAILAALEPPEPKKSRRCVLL
GSH fluor: compound fluoresces at 488/530 nm on GSH beads; AID 1776; 190,000 compounds, 0.25% hits; GSH beads flow cytometry, compound fluorescence 488/530 nm; active compounds read high; fluorescence (KMESF) at 10 µM; in the data active = fluorescence above about 89;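 also: glutathione beads carrying GST-tagged Bcl family fusion proteins plus one bare bead set; values are compound well signal with DMSO vehicle wells as background; inactives centre near 16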
Rab2A wt mod: changes GTP binding to wildtype dog Rab2A, up or down; P61105; GST-Rab2 wt beads, Bodipy-GTP binding, flow cytometry; GTP binding activity, % at 10 µM; 190,000 compounds, 0.19% hits; AID 760;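 active = GTP binding activity at least 20 points away from 100%, either lowered or raised; inconclusive = signal likely due to the compound's own green fluorescence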;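 also: 0% = beads with excess unlabeled GTP and 100% = no-compound control corrected for plate trend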
* marks the source's active call; other numbers are inactive results; ? = inconclusive; / = no result given.

SMILES	Avidin bead fluor	HRas wt GTP	Rac1 wt GTP bind	Pf gametocyte	Rac1 act GTP bind	Rab7 wt GTP bind	Mcl1 Noxa PPI	Mcl1 Bid PPI	Cdc42 wt GTP	GSH fluor	Rab2A wt mod
COc1ccc(Cn2c(C)c(C)c(C#N)c2NC(=O)Nc2cccc(C)c2)cc1	14	100	100	-29	94	104	-3	-6	99	38	99
Cc1ccccc1OCC(=O)NN1CCN(C)CC1	14	101	102	2	101	103	-1	-4	98	17	101
CCCOC(=O)c1ccc(O)c(OC)c1	10	99	97	8	95	103	10	-31	97	31	99
COc1cc(C)nc(Oc2ccc(OCCOc3ccccc3)nn2)n1	13	90	92	9	90	92	-1	-10	91	14	92
COC(=O)c1ccc(/C=N\NC(=O)CC(=O)NCCc2ccccc2)cc1	10	99	99	2	99	97	12	-14	99	9	97
Cc1ccccc1-n1c(-c2csc(C)c2C)n[nH]c1=S	1	96	98	-12	99	97	17	-14	100	5	99
Clc1cccc(CSC2=NCCCN2)c1	7	99	101	/	104	94	3	-2	101	15	99
CC(C)CC[n+]1ccn(C2=C([O-])c3ccccc3C(=O)/C2=N\S(=O)(=O)c2ccccc2)c1	33	98	97	/	97	98	50	8	96	9	99
O=C1ON=C(c2ccc(Cl)cc2)/C1=C/c1ccc(O)cc1	6	92	92	13	88	97	66*	-50	91	15	90
O=C1/C(=C/c2ccccc2)Oc2cc(OC(=O)N3CCOCC3)ccc21	7	98	98	/	100	103	16	-15	101	22	102
CCCSc1nc(=O)n2cccc(C)c2n1	6	99	100	10	97	100	-3	3	99	37	99
COc1ccc(N2CCN(C(=O)c3ccc(C)c(Cl)c3)CC2)cc1	19	94	90	6	94	89	17	-25	92	27	92
COc1ccc(Nc2ncc(C(=O)N3CCN(c4ccccc4OC)CC3)c3ccccc23)cc1	32	98	96	-3	98	96	6	-39	98	7	96
O=C(/C=C/c1ccccc1)N1CCN(c2ccc([N+](=O)[O-])c(N3CCOCC3)c2)CC1	10	98	94	/	94	93	/	-19	99	25	96
COc1cc(C(=O)Nc2cc(C)cc(C)c2)c(-n2cnnn2)cc1OC	11	98	100	/	98	105	1	-5	96	10	100
Cc1cc(C(=O)O)c(CCCN)s1	6	96	100	/	96	94	5	-5	101	36	98
CCc1ccccc1OCC(=O)Nc1nc(-c2cccnc2)cs1	6	95	98	-29	91	95	-15	-22	91	11	93
COc1cc(C#N)ccc1OCC(=O)NCc1cccs1	12	101	100	/	99	105	6	5	102	62	100
N#CC1=C(N)Oc2n[nH]c(-c3cccs3)c2C1C1CCCCC1 (stereo not given)	11	100	99	-7	95	102	25	5	98	8	97
COc1ccc(S(=O)(=O)N(C)CC(=O)N2CCOCC2)cc1Cl	7	?	?	/	?	?	/	-4	?	30	?
CC(=O)c1c(C)oc2ccc(N(C(=O)C3CCCCC3)S(=O)(=O)c3cc([N+](=O)[O-])ccc3C)cc12	5	101	103	2	100	96	8	-43	101	11	101
CCOc1ccccc1-n1c(SCC(=O)NCc2ccco2)nnc1-c1ccncc1	14	99	101	/	97	100	4	-9	96	34	101
CC1Oc2ccccc2N(CC(=O)c2ccccc2)C1=O (stereo not given)	35	99	109	/	97	101	10	-4	103	23	101
COCc1cc(C(C)=O)ccc1OC	22	101	106	/	101	99	36	-13	103	17	102
Cc1cc(C)n2nc(SCc3nc4ccccc4[nH]3)nc2n1	6	101	100	/	96	100	12	-23	100	17	100
COc1cc(CO)c(Br)cc1OCC(N)=O	6	97	101	-4	96	95	3	-17	96	22	95
COc1ccc(-n2c(Cc3cccn3C)nnc2SCC(=O)N2CCOCC2)cc1	31	99	100	/	98	103	2	-22	101	14	99
CCOC(=O)C1(CCOc2ccccc2)CCN(Cc2cccs2)CC1	1	99	99	-2	97	106	0	-19	98	14	100
CC1Cc2ccccc2N1C(=O)CSCC(=O)O (stereo not given)	6	102	102	3	100	97	-4	9	104	25	101
O=C(C1CCCN(Cc2nc(-c3ccc(Cl)cc3)no2)C1)N1CCOCC1 (stereo not given)	12	96	101	5	98	97	2	-7	98	18	97
COC(=O)Nc1nc2ccc(Br)cc2s1	12	98	97	/	99	101	10	-1	99	29	99
COc1ccc(OC)c2c(C)cc(N3CCCN(C)CC3)nc12	35	99	98	-7	96	99	-2	-45	101	25	101
CC1(NC(=O)N2CCCCC2)CCS(=O)(=O)C1 (stereo not given)	27	104	108	29	103	100	-3	-1	105	21	105
CCOC(=O)c1ccc(NC(=S)NCCCN2CCCC2=O)cc1	10	97	99	-13	96	99	11	-30	98	11	99
CC(C(=O)NC1CCCc2ccccc21)N1CCN(Cc2ccc3c(c2)OCO3)CC1 (stereo not given)	5	98	100	-22	99	95	15	-10	102	42	96
CC(=O)N1CCN(c2ccc(NCc3ccc(F)cc3)cc2)CC1	8	98	103	/	97	101	37	-33	103	22	100

Next part; the last two above are carried over.
SMILES	Avidin bead fluor	HRas wt GTP	Rac1 wt GTP bind	Pf gametocyte	Rac1 act GTP bind	Rab7 wt GTP bind	Mcl1 Noxa PPI	Mcl1 Bid PPI	Cdc42 wt GTP	GSH fluor	Rab2A wt mod
CC(C(=O)NC1CCCc2ccccc21)N1CCN(Cc2ccc3c(c2)OCO3)CC1 (stereo not given)	5	98	100	-22	99	95	15	-10	102	42	96
CC(=O)N1CCN(c2ccc(NCc3ccc(F)cc3)cc2)CC1	8	98	103	/	97	101	37	-33	103	22	100
O=C(OCc1cc2ccccc2[nH]c1=O)c1ccccn1	12	98	96	-5	96	97	16	2	98	41	98
CCOC(=O)c1c(NC(=O)CN2C(=O)NC3(CCC(CC)CC3)C2=O)sc(C)c1-c1ccc(C)cc1 (stereo not given)	3	100	104	9	98	100	-12	-36	100	17	98
Cc1nn(C)cc1CNC(=O)c1ccc(F)cc1	12	103	106	9	101	102	-16	-3	102	18	97
Cc1ccc(NC(=O)COC(=O)c2ccc(F)cc2Cl)c(Br)c1	26	96	97	7	93	101	-7	-2	94	12	96
COc1ccc(-n2cnc3c(sc4nccc(N(C)C)c43)c2=O)cc1	12	100	104	/	100	98	-2	-22	98	33	99
CCNCC(=O)N1c2ccccc2CCc2ccc(NC(C)=O)cc21	7	101	106	/	100	103	2	-7	105	19	103
O=C(O)CCCC(=O)NCCc1ccncc1	8	99	103	/	99	100	-6	-36	101	43	98
O=C(Oc1ccc(Cl)c2cccnc12)C12CC3CC(CC(C3)C1)C2	22	98	100	-2	100	96	8	6	98	15	97
CCOC(=O)CSc1ccc(S(=O)(=O)N2CCC(C)CC2)cc1[N+](=O)[O-]	11	101	106	-2	97	101	3	-3	98	23	99
O=C(CSc1nnc(-c2csc3c2CCCC3)o1)Nc1ccccc1	24	100	104	/	100	98	-18	-4	105	14	102
CC1CCCCC1NC(=O)c1nnc(Cc2ccc(Cl)cc2)o1 (stereo not given)	3	96	100	/	96	96	7	2	94	13	97
CCn1c2ccccc2c2cc(NC(=O)Cc3ccc(S(=O)(=O)N4CCOCC4)s3)ccc21	26	104	103	/	99	101	9	-17	101	23	102
COc1c(OC(C)=O)ccc(/C=C/c2ccc3cccc(OCc4ccccc4)c3n2)c1[N+](=O)[O-]	12	101	103	-12	99	100	14	-7	99	5	99
Cc1[nH][nH]c(=O)c1C(c1ccc(-c2ccc(Cl)c(Cl)c2)o1)c1c(C)[nH][nH]c1=O	13	95	99	/	96	96	-26	-47	96	26	96
O=[N+]([O-])c1ccc(-c2nnc(-c3ccccc3)c(N3CCOCC3)n2)cc1	0	95	96	7	92	95	14	2	96	39	94
COCCn1c(-c2ccccc2)nc2ccccc21	6	96	104	-24	97	95	10	1	99	28	95
O=C(O)c1cc2n(n1)C(C(F)(F)F)CC(c1ccccc1)N2 (stereo not given)	11	100	104	/	101	102	9	-42	99	14	104
Cc1ccccc1-n1c(SCC(=O)c2c(N)n(C)c(=O)n(C)c2=O)nnc1-c1cccnc1	3	96	103	-1	97	100	5	-11	100	7	95
COc1cc(OC)c(C(=O)NC2CC(C)(C)NC(C)(C)C2)cc1OC	16	101	103	-37	99	102	11	-41	104	25	102
CCCNS(=O)(=O)c1ccc(CCC(=O)Nc2ccc3c(c2)OCCO3)cc1	4	101	103	-13	100	99	17	1	103	14	100
CN(C)S(=O)(=O)c1ccc(Cl)c(NC(=O)CSc2nnnn2-c2ccc(O)cc2)c1	15	94	100	-18	95	93	22	56*	93	77	93
O=C(CCN1C(=O)c2ccccc2C1=O)Nn1cnnc1	29	100	108	-26	101	95	15	-20	105	21	100
CC1CCCC(C)N1C(=O)CSc1nnc(NC(=O)Cc2cccs2)s1 (stereo not given)	20	95	97	/	95	95	24	-4	95	10	96
CSc1cc(-c2ccccc2)n(Cc2ccc(Cl)cc2Cl)c(=O)c1C#N	5	96	100	-7	97	96	-13	-22	99	9	97
CC(=O)c1c(C)[nH]c(C(=O)Nc2ccc(Cl)c(S(=O)(=O)N3CCOCC3)c2)c1C	13	101	100	-17	99	100	-9	-7	102	17	100
COc1ccc(CCNC(=O)Cn2c(=O)n(-c3ccc(F)cc3)c(=O)c3sccc32)cc1OC	13	97	99	6	95	98	5	-6	99	14	98
O=C(CO/N=C/c1ccccc1)N1c2ccccc2Oc2ccccc21	5	97	103	/	92	96	9	1	96	20	97
CCCC(=O)OCC(=O)Nc1ccc(N=Nc2ccccc2)cc1	21	103	106	-22	99	101	28	3	102	9	100
Cn1c(=O)cc(SCC(=O)NCC2CCCO2)c2ccccc21 (stereo not given)	15	96	96	/	97	97	9	18	93	30	98
CCOC(=O)c1cc2c(=O)n3ccccc3nc2n(Cc2ccccc2)c1=N	6	102	105	/	100	104	9	-14	102	5	99
CN(Cc1ccon1)Cc1cn[nH]c1-c1ccc(-c2ccccc2)cc1	6	95	101	/	95	92	19	17	96	9	96
Cn1c(CO)cnc1SCC(=O)c1ccc(Br)cc1	14	98	102	-5	100	99	-12	-23	100	12	99
Cc1oc2c(CN3CCCC3)c(O)ccc2c(=O)c1-c1ccc(Br)cc1	4	92	92	-29	93	90	/	/	92	34	96
CN(Cc1nc(Cc2cccc(F)c2)no1)CC1CCOCC1	10	100	101	16	96	105	9	-27	98	12	99
CCOC(=O)/C(C#N)=C/c1ccc(-c2ccsc2C(=O)OC)o1	25	101	105	-14	99	106	-4	-23	104	60	102
CCNC(=O)N1CCNC(=O)C1CC(=O)OC (stereo not given)	7	99	100	14	95	100	8	3	100	13	98
Nc1cccc(S(=O)(=O)Nc2ccccc2)c1	11	101	101	11	96	104	-3	-13	98	12	99
